From PubChem BioAssay
DRD3 agonist = agonists of human D3 dopamine receptor. max activation, %. P35462. 410,000 compounds, 0.58% hits. D3R DiscoveRx beta-arrestin cells, luminescence, 90 min; in the data active means max activation above about 30%; further: 0% is about no effect; mostly tested at two doses, the higher about 12 µM
Target sequence (P35462 whole entry, looked up): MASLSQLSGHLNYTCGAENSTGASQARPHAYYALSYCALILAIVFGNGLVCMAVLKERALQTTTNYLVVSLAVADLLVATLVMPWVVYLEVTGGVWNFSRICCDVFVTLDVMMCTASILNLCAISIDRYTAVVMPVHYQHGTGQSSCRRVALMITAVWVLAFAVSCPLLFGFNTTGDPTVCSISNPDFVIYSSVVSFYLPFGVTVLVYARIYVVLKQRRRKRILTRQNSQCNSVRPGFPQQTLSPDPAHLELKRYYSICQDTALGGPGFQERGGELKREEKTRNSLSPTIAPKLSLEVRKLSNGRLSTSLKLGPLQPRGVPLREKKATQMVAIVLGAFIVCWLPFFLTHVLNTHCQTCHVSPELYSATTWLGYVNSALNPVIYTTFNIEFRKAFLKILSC
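Agonist-mode cell screen: cells plated at 1500/well and incubated overnight at 37 °C, then exposed to library compounds for 90 min at 37 °C. Detection reagent was added for 30–60 min at room temperature, and luminescence was read.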
Mm-Cpn inhibitor = inhibitors of Methanococcus maripaludis chaperonin (MmCpn); purified Mm-Cpn ATPase, ADP Transcreener TR-FRET; Potency, µM (series often up to 76.9 µM), inactives show top-dose activity, negative = inhibition, usual class: inhibitors; 330,000 compounds, 0.031% hits; AID 504842; further: potency means the concentration at half of the fitted maximal effect; on the % scale 0 is the no-effect control and ±100 the full control effect; nearly all actives have a fitted effect of over 80% in size
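ATPase turnover read by TR-FRET ADP competition (Eu cryptate antibody/ADP-d2, 665/590 nm): 10uM ATP final, 25nM Mm-CPN final, 30 min 37degC after 10-min compound preincubation, pH 7.4 Tris/KCl/MgCl2/DTT buffer.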
EPAC2 ag = EPAC2 (human) agonism; EPAC2 activation, biochemical qHTS; response scale: 100% = 6.5 mM cAMP response; Potency, µM (series often up to 154 µM), for inactives: top-dose activation, actives largely listed as activators; 360,000 compounds, 0.079% hits; AID 720711; further: potency means the concentration at half of the fitted maximal effect; nearly all actives have a fitted effect of over 50% in size
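Compounds were added across a concentration range to EPAC2 (100 nM), RAP1B-BODIPY-GDP (250 nM) and GDP (50 uM). After 5 min at room temperature, fluorescence was recorded at 5-min intervals for 30 min.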
Akt phos inh = inhibitors of Akt phosphorylation | 360,000 compounds, 0.32% hits | Neuro2A IGF-stimulated pAkt S473 HTRF, 20 min; stronger effect = lower value | activity change, % for hits at 50 µM | AID 651550; in the data active means activity change below about -80%; inconclusive means mostly about -51% to -80%; further: on the % scale 0 is the no-effect control and ±100 the full control effect
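Neuro2A cells (4,500/well, DMEM with 0.5% FBS) were treated with compound at a single 50 µM final concentration, stimulated with 6 nM IGF for 20 min at 37 °C, and lysed. Phospho-Akt Ser473 was read by HTRF as 665/615 ratio ×10^4.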
PTHR1 agonist = agonists of human PTHR1 parathyroid hormone receptor; AID 743266; Q03431; HEK293 GP2 PTHR1 cells, GloSensor cAMP luminescence, 1 h; Potency, µM (doses to about 115 µM), inactives show top-dose activation, hits mostly activators; 410,000 compounds, 0.075% hits; further: potency means the concentration at half of the fitted maximal effect; nearly all actives have a fitted effect of over 55% in size; some results filed as inactive show a strong effect at the top dose; inactives centre near -15; many of its hits are not listed in these tables
Target sequence (Q03431 whole entry, looked up): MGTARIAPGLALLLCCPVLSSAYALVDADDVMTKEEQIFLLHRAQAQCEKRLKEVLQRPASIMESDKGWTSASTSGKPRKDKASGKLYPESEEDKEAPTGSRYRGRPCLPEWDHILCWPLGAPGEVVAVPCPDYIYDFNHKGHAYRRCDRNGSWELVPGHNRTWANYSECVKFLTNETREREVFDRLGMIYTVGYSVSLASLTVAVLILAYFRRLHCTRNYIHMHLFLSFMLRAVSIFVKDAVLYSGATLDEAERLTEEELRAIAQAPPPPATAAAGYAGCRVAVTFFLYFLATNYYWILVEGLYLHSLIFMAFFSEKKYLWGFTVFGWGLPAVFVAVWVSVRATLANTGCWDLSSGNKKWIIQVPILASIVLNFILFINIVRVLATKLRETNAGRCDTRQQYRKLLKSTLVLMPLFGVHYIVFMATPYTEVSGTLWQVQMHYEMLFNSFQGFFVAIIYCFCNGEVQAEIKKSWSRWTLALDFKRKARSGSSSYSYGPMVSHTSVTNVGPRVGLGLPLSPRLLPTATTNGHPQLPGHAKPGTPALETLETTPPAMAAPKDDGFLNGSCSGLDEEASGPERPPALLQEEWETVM
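HEK-293-derived GP2 cells expressing PTHR1 and a GloSensor cAMP reporter, 3,000/well, plated overnight, given luciferin plus IBMX (each 0.5 mM as added) for 1 h at 37 °C, then compound for 1 h at 37 °C. Luminescence was read after 15 min at room temperature.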
D3 antag = antagonists of human D3 dopamine receptor | D3R cells, DiscoveRx beta-arrestin luminescence, antagonist mode; stronger effect = lower value | max response, negative = inhibition, % | 360,000 compounds, 2.5% hits; in the data active means max response below about -50%; inconclusive means no clear call, values can overlap the other calls; further: on the % scale 0 is the no-effect control and ±100 the full control effect; mostly tested at two doses, the higher about 12 µM
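Cells plated overnight at 1500 cells/well, then exposed to library compounds with dopamine controls for 90 minutes at 37 degrees C. DiscoveRx reagent added for 30–60 minutes at room temperature; luminescence read, quantitative HTS format.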
EPAC2 antagonist = EPAC2 (human) antagonism; Q8WZA2; EPAC2 GEF exchange of Rap1B-BODIPY-GDP, fluorescence; Potency, µM (top dose mostly 114 µM), without a hit: at the top dose activity, negative = inhibition, most hits filed as inhibitors; 360,000 compounds, 0.18% hits; further: potency means the concentration at half of the fitted maximal effect; on the % scale 0 is the no-effect control and ±100 the full control effect; nearly all actives have a fitted effect of over 45% in size; many of its hits are not listed in these tables
CCT chaperon mod = changes cytosolic chaperonin activity; activity change, % (no concentration beside the values), hits read low; 360,000 compounds, 0.3% hits; purified chaperonin ATPase assay, HTRF ADP detection, 30 min; in the data active means activity change below about -30%; further: on the % scale 0 is the no-effect control and ±100 the full control effect
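ATPase activity: ADP formed was measured by HTRF Transcreener (665/615 nm ratio) after 30 min at 37 deg C with 10 uM ATP. Compounds screened at one 76 uM concentration against 40 or 20 nM TRiC in Tris pH 7.4/KCl/MgCl2/DTT buffer.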
* hit, by the source's call; i = inactive; ? = inconclusive; · = not tested or not shown; [ ] = remark or other dose. Unless noted, the call rests on the fitted dose curve; in most records, active means well fitted curve in the direction sought with a large enough effect; inconclusive means small, poorly fitted or top-dose-only effect, or another doubt; inactive means no such curve, though single readings can be large; an effect the other way counts as inactive or inconclusive.

Under each structure: CCT chaperon mod, PTHR1 agonist, Mm-Cpn inhibitor, Akt phos inh, DRD3 agonist, EPAC2 antagonist, D3 antag, EPAC2 ag
- Cc1ccc(C)c(-n2c(CNC(=O)c3ccco3)nnc2SCC(=O)Nc2nnc(C)s2)c1
  -2.1, -0.9%, 2.6%, i, 1.9, -1.7%, 18.8, 23.5%
- C=CCOc1c(Br)cc(/C=N\n2nnnc2N)cc1OC
  -3.7, -18.5%, -2.6%, i, -5.5, -4.7%, -6.7, 6.4%
- CCc1ccc(-c2cc(C(F)(F)F)n3nc(C(=O)Nc4cnn(Cc5ccc(C)cc5)c4)cc3n2)s1
  -0.2, -18.9%, -0.7%, i, 12.1, 10.8%, 11.9, -9.2%
- CCN1CCc2c(sc(NC(=O)c3ccc(S(=O)(=O)N4CC(C)OC(C)C4)cc3)c2C(N)=O)C1 (configuration not stated)
  -3.9, i, -3.6%, i, 0.0, 6.6%, -16.7, -1.6%
- Cc1sc2nc(CSC(C)C(=O)Nc3ccc(C(N)=O)cc3)[nH]c(=O)c2c1C (configuration not stated)
  0.0, -13.6%, 1.4%, i, -0.9, -1.3%, -16.2, 10.9%
- Cc1ccc(Sc2c([N+](=O)[O-])ncn2C)cc1
  -2.8, -12.6%, -5.7%, -109.6%*, -4.4, -3.3%, -3.2, 7.8%
- COc1cccc(-c2cc(N3CCN(C(=O)c4ccoc4)CC3)n3nc(-c4cccc(Cl)c4)cc3n2)c1
  5.2, -2.2%, ·, i, 0.2, 5.8%, -2.8, 4.6%
- CCNc1nc(NC(C)C)nc(OCCOC(=O)c2ccccc2)n1
  0.4, i, -0.5%, i, 20.1, -15.8%, 20.1, -1.8%
- Cc1ccc(OCCn2cc(/C=C/C(=O)O)c3ccccc32)cc1
  -0.1, i, 0.4%, i, 0.0, 1.3%, 4.6, -1.3%
- CCN(C(=O)COC(=O)c1ccc(Cl)c(S(=O)(=O)N2CCCCC2)c1)C1CCS(=O)(=O)C1 (configuration not stated)
  -1.0, -23.5%, 0.0%, i, -15.2, -3.6%, 10.6, 10.4%
- COCC(C)NC(=O)COc1ccc(Cl)cc1Cl (configuration not stated)
  -0.4, -6.6%, -0.1%, i, 0.5, 5.5%, -4.3, 11.7%
- O=C(CN1C(=O)COc2ccccc21)NNC(=O)Nc1ccccc1F
  0.2, i, ?, i, -5.5, 8.3%, 6.2, 16.3%
- Cc1cccc(C(C)C)c1NC(=O)CN1C(=O)NC2(CCc3ccccc32)C1=O (configuration not stated)
  2.4, -20.3%, -2.4%, i, -2.7, -5.2%, 23.1, -8.2%
- COc1ccc(-c2nnn(CC(=O)N(Cc3ccco3)C(C(=O)NCC3CCCO3)c3ccco3)n2)cc1 (configuration not stated)
  -0.7, i, 0.3%, i, -3.3, 0.2%, -25.6, 9.1%
- Cc1ccccc1C1N(c2nccs2)C(=O)C2CCCN21 (configuration not stated)
  2.1, i, 1.4%, i, 25.2, 7.5%, -18.6, 3.0%
- CC(CC(=O)c1cccs1)CC(=O)c1cccs1
  -1.5, -15.6%[57.5 µM], 0.0%, i, -6.2, 2.6%, -1.2, 13.2%
- Cc1nnc(NCc2ccco2)c2ccccc12
  -1.7, -6.1%[57.5 µM], 0.8%, i, -2.4, -1.4%, -6.6, 7.8%
- CCOc1cc(CNc2ccccc2)cc(Br)c1OCc1ccccc1F
  0.3, i, -5.5%, i, 1.8, 0.8%, 25.8, 6.6%
- CCCCC(=O)Nc1cc([N+](=O)[O-])ccc1F
  0.3, -15.2%, -2.5%, i, -1.2, 5.0%, 0.3, 2.1%
- COc1ccc(CNC(=O)COC(=O)c2cc3ccccc3cc2O)cc1OC
  0.8, -39.7%, 2.4%, i, 5.1, -5.7%, -8.7, -9.4%

More results.
Under each structure: CCT chaperon mod, PTHR1 agonist, Mm-Cpn inhibitor, Akt phos inh, DRD3 agonist, EPAC2 antagonist, D3 antag, EPAC2 ag
- Cc1cc(C)c(C(N)=O)c(Cl)n1
  0.5, -22.1%, -2.8%, i, 6.4, -4.8%, 2.5, 5.2%
- CCn1c(=O)c(C(=O)NCCCO)c(O)c2ccccc21
  -3.3, i, -6.6%, ·, 1.7, -6.5%, -17.9, ?
- CCCNC(=O)C(NS(=O)(=O)c1cccc2nsnc12)c1ccccc1 (configuration not stated)
  -13.6, i, -0.6%, i, 0.5, -1.2%, 9.1, 8.0%
- CO/N=C/c1cccn1-c1nccc(N(C)C)c1C#N
  -1.7, ?, 0.5%, i, -9.6, 16.6%, 0.0, 3.9%
- COc1ccc(-c2ccc(F)cc2)cc1[C@H]1[C@H]2C=CC[C@@H](C)[C@@H]2C(=O)N1Cc1ccccc1
  1.0, i, -2.2%, i, -40.1, 3.4%, -6.5, 9.4%
- CN(C(=O)CSc1nnc(-c2ccccc2)c(-c2ccccc2)n1)C1CCS(=O)(=O)C1 (configuration not stated)
  0.6, -21.0%, 0.0%, i, -8.0, 10.4%, 26.0, -6.7%
- CCOC(=O)C1CCN(C(=O)Cn2cnc3sc(C)c(S(=O)(=O)N4CCOCC4)c3c2=O)CC1
  -0.7, i, -1.1%, i, 0.9, 14.4%, -28.9, 9.4%
- O=C(O)c1ccc(NC(=O)c2cccc(S(=O)(=O)Nc3ccc(C(=O)O)cc3)c2)cc1
  -0.1, i, 1.1%, i, 2.7, -2.6%, 0.0, 5.3%
- COc1ccc(C2(CNC(=O)c3ccccc3[N+](=O)[O-])CCOCC2)cc1
  -0.1, i, 0.9%, i, -10.1, -3.5%, -0.7, 8.3%
- COc1ccc(-c2nnc(SCc3ccc(C(=O)O)cc3)o2)cc1OC
  -2.2, i, -6.3%, i, -5.8, -6.5%, 0.0, 2.6%
- Cc1ccc(S(=O)(=O)Nc2cccc(Oc3cnccn3)c2)cc1
  0.9, -20.6%, -1.0%, i, 1.5, -6.5%, 9.0, -3.1%
- CC1(C)CC(=O)C2=C(C1)OC(N)=C(C#N)C2c1ccccc1[N+](=O)[O-] (configuration not stated)
  -2.1, -7.8%, -1.1%, i, -0.5, -4.5%, 4.9, -0.3%
- Fc1ccc(C(c2nnnn2C2CCCC2)N2CCc3ccccc32)cc1 (configuration not stated)
  -1.5, -10.4%[57.5 µM], ?, i, 0.2, -24.7%, ?, 19.9%
- Cc1ccc(N2CCN(CCc3nc4cc(NC(=O)c5ccco5)ccc4n3C)CC2)cc1
  -0.8, 3.0%[57.5 µM], 0.2%, i, -28.8, -7.5%, ?, -5.4%
- CC1(C)CC(CC(=O)O)C(=O)O1 (configuration not stated)
  -1.9, i, -0.1%, i, -6.5, 0.5%, -20.2, 8.3%
- Cc1ccc(S(=O)(=O)NCCNc2ccccc2[N+](=O)[O-])cc1
  2.1, -39.1%[inhibitor], -1.2%, i, -0.6, -2.4%, -11.6, 7.2%
- O=c1ccnc(SCCC(F)=C(F)F)[nH]1
  0.4, i, -5.2%, i, -2.4, -2.8%, 4.9, 6.1%
- CCOc1ccccc1N1CCN(S(=O)(=O)c2cccc3nsnc23)CC1
  2.1, i, 0.0%, i, 1.5, -0.4%, 15.6, 20.2%
- CCc1c(C)sc(NC(=O)c2cccs2)c1C(=O)OC(C)C
  0.4, i, 1.4%, i, 3.4, -10.2%, -54.3*, 9.6%
- O=C1CCC(=O)N1CCC(c1ccc(F)cc1)c1ccco1 (configuration not stated)
  -2.6, i, -0.8%, i, 9.4, -3.1%, -8.6, 9.7%

(next part)
Under each structure: CCT chaperon mod, PTHR1 agonist, Mm-Cpn inhibitor, Akt phos inh, DRD3 agonist, EPAC2 antagonist, D3 antag, EPAC2 ag
- CCN(C[C@H]1N[C@@](Cc2ccccc2)(C(=O)OC)[C@H]2C(=O)N(Cc3ccccc3)C(=O)[C@@H]12)C(=O)Nc1ccc(C(F)(F)F)cc1
  0.4, -11.2%, -0.7%, i, -1.4, -7.9%, 20.0, -6.4%
- O=C(Nc1cc(C(F)(F)F)ccc1N1CCOCC1)c1cn2ccccc2n1
  -0.6, i, 0.8%, i, -2.2, 11.1%[57.1 µM], -15.8, 0.5%
- CCCCC(=O)Nc1cnc(NC(=O)c2ccco2)cc1C
  -0.9, i, -2.3%, i, 5.8, 0.6%, 22.1, 0.7%
- CCCCn1c(N)c(N(CCC(C)C)C(=O)C2CC(=O)N(c3cccc(SC)c3)C2)c(=O)[nH]c1=O (configuration not stated)
  -0.5, -1.1%, 0.2%, i, 2.7, 11.8%, -1.0, -17.9%
- COc1ccc(OC)c(NC(=O)C2CCN(Cc3cnn(-c4ccccc4)c3-n3cccc3)CC2)c1
  1.0, -3.4%[57.5 µM], 1.0%, i, -9.5, -1.5%[57.1 µM], -64.9*, -3.8%
- Cc1ccc(C(=O)N/C(=C\c2cccs2)C(=O)NCC2CCCO2)cc1C (configuration not stated)
  -3.0, i, 1.9%, i, 5.1, 11.9%, 8.1, 2.8%
- CCn1cc([C@@H]2C[C@H]3CN(Cc4cccc(Cl)c4)C(=O)[C@]34CCCN24)c(C)n1
  -0.9, i, -0.4%, i, 17.1, 6.2%, -7.0, 2.5%
- CCOC(=O)N1CCN(c2ccc(C(C)=O)cc2F)CC1
  1.3, -10.0%[57.5 µM], 3.5%, i, -1.5, 6.2%, 32.6, 4.5%
- COc1ccc(C(=O)/C=C/Nc2c(C)n(C)n(-c3ccccc3)c2=O)cc1OC
  2.8, i, 0.1%, i, -1.5, -3.7%, -13.0, 0.7%

3 entries already listed, ordered by formula weight, smallest number first.
Under each structure: CCT chaperon mod, PTHR1 agonist, Mm-Cpn inhibitor, Akt phos inh, DRD3 agonist, EPAC2 antagonist, D3 antag, EPAC2 ag
- CCn1cc([C@@H]2C[C@H]3CN(Cc4cccc(Cl)c4)C(=O)[C@]34CCCN24)c(C)n1
  -0.9, i, -0.4%, i, 17.1, 6.2%, -7.0, 2.5%
- COc1ccc(OC)c(NC(=O)C2CCN(Cc3cnn(-c4ccccc4)c3-n3cccc3)CC2)c1
  1.0, -3.4%[57.5 µM], 1.0%, i, -9.5, -1.5%[57.1 µM], -64.9*, -3.8%
- CCN(C[C@H]1N[C@@](Cc2ccccc2)(C(=O)OC)[C@H]2C(=O)N(Cc3ccccc3)C(=O)[C@@H]12)C(=O)Nc1ccc(C(F)(F)F)cc1
  0.4, -11.2%, -0.7%, i, -1.4, -7.9%, 20.0, -6.4%

Only part of the results is shown, so the mix of outcomes need not match the whole.
